# TTR transcr act: TTR transcription activators in neuroblastoma reporter cells, primary screen, cell-based, luminescence, SH-SY5Y, TTR promoter Gaussia luciferase; 100% = recombinant luciferase protein wells; activation, % at 16.7 µM; actives 1.3% (n = 92,000);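 active = activation above the mean of all tested compounds plus 3 SD, cut at about 9.5% in these data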;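 note: cells exposed to compounds for one day before reading; 0% = median of all test compound wells on the plate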
# The depositor's hits bear a star. An excerpt (hit frequency here may not be typical).
SMILES,TTR transcr act
COC(=O)c1ccc(COc2cc([N+](=O)[O-])cc3cccnc23)o1,-3.4
Cc1c(C(=O)N2CCCCC2)c(S(=O)(=O)NCc2ccc(Cl)cc2)c(C)n1C,0.8
COc1cccc(OC)c1C(=O)OCC(=O)/C(C#N)=C(\C)N,-0.7
COc1ccccc1-n1c(=S)sc2c(=O)n(Cc3ccco3)c(SC)nc21,-2.2
CCc1cccc(C)c1NC(=O)CSc1nc(-c2ccccc2F)nc2nc[nH]c12,-1.0
CCN(CC)C(=O)c1ccccc1NC(=O)c1ccccc1SC,-2.1
O=C(CNCC1CCCCC1)Nc1ccccc1N1CCCCC1,7.3
COc1ccc(C(=O)COc2cccc(NC(=O)c3ccco3)c2)cc1,2.8
O=C(NCCc1ccccc1)OCc1cn(Cc2ccccc2F)nn1,20*
O=C1NC[C@H](Cc2ccccc2)N(CC2CCN(CC3CCCC3)CC2)C1=O,1.3
Cc1csc(SC(C)C(=O)NCc2ccc3c(c2)OCO3)n1 (stereo not given),0.7
CCOc1ccc(/C=N/n2c(SC)nnc2-c2ccccc2)cc1OCC,3.2
CCOc1ccc(CN2CCCN(C)CC2)cc1,1.6
COC(=O)CCc1n[nH]c(=O)[nH]c1=O,0.5
O=C(/C=C/c1ccccc1O)c1ccco1,-0.9
C=CCn1c(SCC(=O)CC(=O)OCC)nc2cc(C(=O)N3CCC(C(N)=O)CC3)ccc2c1=O,3.1
COCCNC(=O)/C(C#N)=C1\N=C(NC(=O)c2cccs2)c2ccccc21,1.1
Cc1ccc(N2C(=O)N(CC(=O)N(C)Cc3ccccc3)C(=O)C2C)cc1 (stereo not given),-1.1
CCOC(=O)C1(Cc2ccccc2C)CCCN(C(=O)c2cc(CC)nn2C)C1 (stereo not given),2.0
COc1ccccc1CNC(=O)COC(=O)c1cnc(C)cn1,4.3
COC(=O)COc1ccc(S(=O)(=O)NCc2ccc3c(c2)OCO3)cc1C,0.0
COc1ccc2oc(-c3ccc(C)c(NC(=O)c4ccc(N5CCOCC5)c([N+](=O)[O-])c4)c3)nc2c1,-1.0
CCc1ccc2nc(NC(=O)c3cc(C)on3)sc2c1,-3.6
COCCCn1c(C)nnc1SCC(=O)Nc1ccc(C(C)=O)cc1,-0.8
COC(CNC(=O)[C@H](CSCc1ccccc1)N1Cc2ccccc2C1=O)OC,0.6
NS(=O)(=O)c1ccc(CNC(=O)/C=C/c2ccccc2)cc1,-0.1
CCOC(=O)C1(CCOC)CCN(Cc2ccncc2)CC1,3.0
COc1ccc(NC(=O)CCSc2ccc(F)cc2)cc1,-0.4
COc1ccc(S(N)(=O)=O)cc1C(N)=O,4.2
Cc1c(NC(=O)CSc2nnnn2Cc2ccccc2)c(=O)n(-c2ccccc2)n1C,0.5
COc1ccc(OC)c(NC(=O)C(=O)c2cn(CC(=O)N3CCCC3)c3ccccc23)c1,1.4
CC(C)(C)C(=O)Nc1cc2c3c(c1)CC(=O)N3CCC2,4.1
N/C(CSc1ccccn1)=N\OCc1c(Cl)cccc1Cl,-0.3
CCOc1ccc(/C(O)=C2/C(=O)C(=O)N(c3ncccn3)C2c2ccc(C)cc2)cc1 (stereo not given),1.3
O=C(CN1CCN(c2ccc(F)cc2)CC1)c1ccc2c(c1)OCO2,1.1
Cc1cccc(NC(=O)Nc2cc(C)cc(C)n2)c1,-0.5
Cc1cc2cc(CNC(=O)CCC(=O)O)ccc2n1C,0.1
COc1ccc(-n2c(SCC(=O)Nc3nccs3)nnc2-c2ccccc2)cc1,1.5
O=c1cc(-c2ccccc2[N+](=O)[O-])oc2ccccc12,-0.6
COc1ccc(NC(=O)CN(C)C(=O)CCCc2nc3ccccc3c(=O)[nH]2)cc1,-0.7
O=C(NCc1ccc(Cl)cc1)C1CCN(S(=O)(=O)c2cc([N+](=O)[O-])ccc2Cl)CC1,-1.1
OC1(c2ccccc2)c2ccccc2-c2ncccc21 (stereo not given),1.2
CC(=O)c1ccccc1Oc1ncnc(N)c1[N+](=O)[O-],-0.7
O=C(Nc1c(-c2ccccc2)nc2c(Br)cc(Br)cn12)c1ccco1,0.2
CC(C)CCn1nnnc1CN1CCN(C(c2ccccc2)c2ccccc2)CC1,-2.2
CCOc1ccccc1C=NNc1ccc([N+](=O)[O-])cn1,-1.6
O=C(CCNC(=O)c1ccc(Br)cc1)NCC(c1ccco1)N1CCCCC1 (stereo not given),-0.1
CCn1cc(C(=O)O)c(=O)c2cnc(N3CCN(C(=S)Nc4ccccc4)CC3)nc21,2.5
Nc1cccc2c1C(=O)N(Cc1cccc(Cl)c1)C2=O,1.6
Cc1cc(S(=O)(=O)Cc2noc(-c3c(C)noc3C)n2)c(C)cc1Cl,0.4

# Six compounds out of the list above, arranged by the number in TTR transcr act, ascending.
molecule	TTR transcr act
CC(=O)c1ccccc1Oc1ncnc(N)c1[N+](=O)[O-]	-0.7
O=C(CCNC(=O)c1ccc(Br)cc1)NCC(c1ccco1)N1CCCCC1 (stereo not given)	-0.1
O=C(Nc1c(-c2ccccc2)nc2c(Br)cc(Br)cn12)c1ccco1	0.2
Cc1cc(S(=O)(=O)Cc2noc(-c3c(C)noc3C)n2)c(C)cc1Cl	0.4
OC1(c2ccccc2)c2ccccc2-c2ncccc21 (stereo not given)	1.2
CCn1cc(C(=O)O)c(=O)c2cnc(N3CCN(C(=S)Nc4ccccc4)CC3)nc21	2.5

# Already shown: an excerpt of the list.
SMILES,TTR transcr act
CCn1cc(C(=O)O)c(=O)c2cnc(N3CCN(C(=S)Nc4ccccc4)CC3)nc21,2.5
Nc1cccc2c1C(=O)N(Cc1cccc(Cl)c1)C2=O,1.6
Cc1cc(S(=O)(=O)Cc2noc(-c3c(C)noc3C)n2)c(C)cc1Cl,0.4

# The listing continues:
SMILES,TTR transcr act
CCOc1cc(OCC)cc(C(=O)N2CCC[C@H]2C(=O)N2CCC[C@H]2C(=O)NCc2cccc(OC)c2)c1,2.1
O=C1c2ccsc2SCCN1Cc1ccccc1Cl,2.1
Cc1ccc(S(=O)(=O)N(CC(=O)NCc2cccnc2)C2CCCCC2)cc1,1.9
O=c1oc2cccnc2n1CCS(=O)(=O)c1ccc(F)cc1,2.2
Cc1cc(C(=O)OCC(=O)Nc2cccc(S(=O)(=O)N(C)C)c2)c2ccccc2n1,-0.8
C[C@H](CO)N1C[C@H](C)[C@@H](CN(C)C(=O)NC2CCCCC2)Oc2ccc(NS(C)(=O)=O)cc2C1=O,2.3
C[C@@H](NC(=O)[C@@H]1Cc2ccccc2CN1)C(=O)Nc1ccc2c(c1)OCO2,4.0
Cc1c(C(=O)NCc2c(F)cc(F)cc2F)oc2ccc(S(=O)(=O)N3CCOCC3)cc12,-1.1
Cc1c(NC(=O)C2(c3ccc(Cl)cc3)CCCC2)c(=O)n(-c2ccccc2)n1C,3.5
CN(Cc1ccccc1)c1nc2c(c(=O)[nH]c(=O)n2C)n1CCSc1nc2ccccc2[nH]1,-1.8
CCc1ccc2nc(N(CCCN(C)C)C(=O)c3ccc(C(=O)c4ccccc4)cc3)sc2c1,1.0
NC(=O)c1cnn(-c2cccc(Cl)c2)c1N,0.0
Cc1cccc2nc(CSc3nc4ccc([N+](=O)[O-])cc4[nH]3)c(Br)n12,3.9
Nc1c(C(=O)c2cccs2)sc2nsc(SCCN3CCCCC3)c12,-0.7
Cc1cccc(S(=O)(=O)c2c(N)n(/N=C/c3ccco3)c3nc4ccccc4nc23)c1,3.3
O=C(NNc1cccc(Cl)n1)C1CC1,1.0
COc1cccc(CNC(=O)Cn2c(=O)oc3ccccc32)c1OC,-0.7
N#Cc1nc(COc2cccc(Cl)c2)oc1N1CCCC1,3.4
Cc1ccc(C)c(NC(=S)N2C3CCCC2CC(NC(=O)C2CC2)C3)c1 (stereo not given),-0.7
COC(=O)C(NC(=O)CN1C(=O)c2ccccc2C1=O)c1ccc(O)c(OC)c1 (stereo not given),-0.1
C[C@H](CO)N1C[C@H](C)[C@@H](CN(C)C(=O)NC2CCCCC2)OCc2cn(nn2)CCCC1=O,0.4
O=C(N/N=C/c1ccc([N+](=O)[O-])o1)c1cc2c(ccc3ccccc32)o1,-1.6
CCO[C@@H]1OC(C(N)=O)=C[C@H](c2coc3ccccc3c2=O)[C@H]1CCCO,0.0
C=C(C)CN(CC)C(=O)Cn1cnc2c(oc3ccccc32)c1=O,-0.8
CS(=O)(=O)N1CCN(c2nc3ccc(Cl)cc3s2)CC1,-0.3
COc1ccc(C(=O)Nc2ccccc2C(=O)N2CCOCC2)cc1Br,-1.1
CCOC(=O)Cn1c(=O)oc2cc(S(=O)(=O)NC3CCCc4ccccc43)ccc21 (stereo not given),1.1
CC(SC1CCCC1)C(=O)NC(C)(C#N)C(C)C (stereo not given),-0.4
C=Cn1cc[n+](CC(=O)c2ccc(-c3ccccc3)cc2)c1,-1.3
O=C(CCNS(=O)(=O)c1cccc2nsnc12)NCCc1ccccc1,5.2
C[C@H](NC(=O)c1ccc(C(C)(C)C)cc1)C(=O)N1CCOCC1,-0.5
c1ccc(Nc2c3c(nc4ncnn24)CCC3)cc1,0.3
COc1cccc(N=Cc2nc(-c3ccccc3)oc2OC(C)=O)c1,5.1
CCN(CC)Cc1cc(NC2=NS(=O)(=O)c3ccccc32)ccc1OC(=O)c1ccccc1,0.8
CCCNC(=O)C1(C)CCN(C(=O)c2ccc3c(c2)CCO3)C1 (stereo not given),3.3
CCNC(=O)CSc1nnc(-c2ccccc2Br)n1-c1cccc(C(F)(F)F)c1,1.4
Cc1cc2c(cc1C)C(c1ccccc1Br)CC(=O)N2 (stereo not given),-1.1
C=CCc1cccc(CNc2nc3ccccc3n2C(C)C)c1O,0.8
CCCn1c(CCl)nc2cc(S(=O)(=O)N3CCOCC3)ccc21,5.6
CCCC(=O)Nc1c2c(nn1-c1ccc(OC)cc1)CS(=O)(=O)C2,2.0
CN(C(=O)c1cccc(NC(=O)Cc2ccc(NC(=O)C3CCN(C(=O)C4CCC4)CC3)cc2)c1)C1CC1,-2.7
COCCN1CCn2c(nc3cc(Nc4nnc(C)c5ccccc45)ccc32)C1,-0.4
CCOC(=O)C1=CCN(S(=O)(=O)c2ccccc2Cl)C1c1cccc(F)c1 (stereo not given),-1.1
CS(=O)(=O)N1N=C(c2ccco2)CC1c1ccc(Br)cc1 (stereo not given),18*
CN(CCOc1ccccc1)C(=O)c1cc([N+](=O)[O-])cc([N+](=O)[O-])c1,1.5
CCCOc1ccccc1NC(=O)Nc1ccccc1Cl,-0.9
Cc1ccc(OCC(=O)NCCc2c[nH]c3ccccc23)cc1,0.7
COC(=O)c1ccc2nc(C)cc(Nc3ccccc3C)c2c1,-1.0
O=C(Nc1ccccc1N(C(=O)c1ccco1)S(=O)(=O)c1cccs1)c1ccco1,-1.4
CC1C(=O)N(Cc2cn(CCC3OCCCO3)nn2)CCS(=O)(=O)N1Cc1ccc(-c2ccc(Cl)cc2)cc1 (stereo not given),-3.0
# Additional records.
SMILES,TTR transcr act
CC(C)CC(NS(=O)(=O)c1ccccc1)C(=O)O (stereo not given),0.1
CN(Cc1ccccc1)C(=O)c1[nH]cnc1C(=O)NCC(=O)OC(C)(C)C,11*
CCCNC(=O)C(Cc1ccccc1C)NC(=O)c1ccc(C(F)(F)F)cc1 (stereo not given),0.2
COc1ccc(/C=C/C(=O)NC(=S)Nc2ccccn2)cc1,0.8
CCc1nnc(NC(=O)CN2CCN(Cc3cccc(F)c3)CC2)s1,0.6
Cc1cnccc1NC(=O)c1cccs1,1.5
COc1cc(/C=C/C(=O)OCC(=O)c2c(N)n(C)c(=O)n(C)c2=O)ccc1O,-2.7
CC(C)(C)OC(=O)N1CCC(CNC(=O)c2ccccc2)CC1,0.6
COc1ccccc1NS(=O)(=O)c1cccc(C(=O)NCc2ccco2)c1,0.9
Nc1nccc(-c2ccc(-n3cnc4ccccc43)cc2)n1,-0.5

# As entered above.
# Entry of CN(C(=O)c1cccc(NC(=O)Cc2ccc(NC(=O)C3CCN(C(=O)C4CCC4)CC3)cc2)c1)C1CC1 under TTR transcr act: -2.7
# Entry of CCCn1c(CCl)nc2cc(S(=O)(=O)N3CCOCC3)ccc21 under TTR transcr act: 5.6

# Next entries follow:
SMILES,TTR transcr act
COc1ccc(OC)c(S(=O)(=O)Nc2cccc(-c3ccc4nncn4n3)c2)c1,0.7
NC(=S)N/N=C/c1c(O)ccc2ccccc12,-1.6
CN(C)CC(C)(C)CNS(=O)(=O)CC12CCC(CC1=O)C2(C)C (stereo not given),2.6
O=S(=O)(Nc1ccccc1N1CCCCC1)c1ccc(F)cc1,1.0
CCOC(=O)C1=C(c2ccccc2)NC(=O)NC1c1ccc(OCC#N)c(OC)c1 (stereo not given),-1.6
Cc1cccc(C)c1NC(=O)C1(C)CN(S(C)(=O)=O)CC(=O)N1CC(F)(F)F (stereo not given),3.0
CNC(C)C(=O)NC(C(=O)N1CCCC1C(=O)NNc1ccccc1)C(C)C (stereo not given),-2.5
CC1CCN(c2c(NCc3ccc(C(=O)NCc4cccnc4)cc3)c(=O)c2=O)CC1,-0.2
O=C(Nc1ccnn1C1CCN(Cc2cccnc2)CC1)c1ccccc1Cl,-1.5
Oc1[nH]c(=S)sc1C=C1N=c2ccccc2=N1,3.0
CCn1nnc(C(=O)O)c1C(=O)O,9.9*
O=S(=O)(c1ccc(F)cc1)N1CCN(c2nc(-c3ccc(F)cc3)cs2)CC1,-0.1
COc1ccc(-c2cc(C(F)(F)F)nc(SCC(=O)NCc3cccs3)n2)cc1,-0.5
CCc1ccc(NC(=S)N(Cc2ccc(Cl)cc2)Cc2ccc(C(=O)O)cc2)cc1,0.6
COc1ccccc1NC(=S)NNC(=O)c1cc(C)nn1C,-1.9
COc1ccc([N+](=O)[O-])cc1NC(=O)CSc1nccc(C)n1,-0.1
COc1cc(OC)cc(C(=O)N2CCN(C(=O)c3cccnc3)CC2)c1,-0.4
O=C(Cn1c(-c2cscn2)nc2ccccc21)Nc1cc(F)ccc1F,3.0
Cc1ccccc1OCCC(=O)OCC(=O)Nc1c(F)cccc1F,0.9
CCOc1ccc(NC(=O)CNC(=O)c2ccco2)cc1,-1.6
CC1=C(C)N(C)[C@H](c2ccccc2Br)[C@H](O)C1=O,-1.8
COc1cc(C(=O)N/N=C/c2ccc(OC)c(CN3CCN(c4ccc(F)cc4)CC3)c2)ccc1O,-0.7
Cc1ccccc1C(=O)Nc1nnc(-c2ccncc2)o1,-0.1
CN(C)CCCNC(NC(=O)/C=C/c1ccccc1)C(Cl)(Cl)Cl (stereo not given),-1.6
CSc1nc2nc(C)c(C/C=C/c3ccccc3)c(=O)n2[nH]1,0.4

# Screening data as filed in PubChem BioAssay.
